From PubChem
GALK inh: inhibitors of human galactokinase. P51570. Purified GALK, Kinase-Glo residual ATP luminescence. Potency, µM (titrated, usually from 57.5 µM), without a hit: at the highest dose activity change, negative = inhibition, actives largely listed as inhibitors. 0.007% of 270,000 active. AID 1868; note: potency is the fitted concentration of half-maximal effect; % is set by controls: 0 for no effect and ±100 for the full control effect
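Human GALK (5 nM) with 35 uM ATP and 100 uM galactose in 20 mM HEPES pH 8.0, 5 mM MgCl2, 60 mM NaCl, 1 mM DTT, 0.01% BSA. After 1 h at room temperature, leftover ATP was read by Kinase-Glo Plus luminescence.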
PKM2 activator: activators of human pyruvate kinase M2; P14618; purified PKM2, Kinase-Glo ATP luminescence, activation; response scale: 0% is enzyme alone, no compound; Potency, µM (top dose mostly 57.5 µM), without a hit: at the highest dose activation, most hits filed as activators; 0.34% of 260,000 active; note: potency is the fitted concentration of half-maximal effect; % is set by controls: 0 for no effect and ±100 for the full control effect; nearly all actives have a fitted effect of over 55% in size
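ATP formation by purified human PK-M2, quantified via coupled luciferase luminescence after 1 h at room temperature with 0.1 mM ADP and 0.5 mM PEP final.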
BCR signal inh: inhibitors of chronic active B-cell receptor signaling; ABC-DLBCL IkBa-CBG/CBR reporter, luminescence ratio, 4 h; Potency, µM (series often up to 46.1 µM), inactives show top-dose ratio change, negative = lower green/red ratio, hits mostly inhibitors; 0.05% of 340,000 active; AID 493014; active = well fitted inhibition curve with a large enough effect in the signal ratio, with a control signal flat, not every such curve was filed as active; inconclusive = small, poorly fitted or top-dose-only effect, or effect the other way, or a change in a side signal; the % refers to the signal ratio;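 note: potency is the fitted concentration of half-maximal effect; plate controls were basal doxycycline-induced cells for no effect and cells given 10 µM MG132 for full effect; MG132 reads +100%, hits lower the ratio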
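Cell line TMD8 (human ABC DLBCL), stably expressing tet-inducible CBG68-IkBa fusion and CBR; IMDM/0.5% FBS; cpd up to 46 uM; dox induction, 4 h, 37C/5% CO2; dual luminescence; green/red ratio; MG132 control.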
PTAP TSG101 blk: blocks PTAP/TSG101 interaction to inhibit HIV-1 budding; Fluorescence polarization, FITC-PTAP peptide / Tsg101 binding; Potency, µM (titrated, usually from 115 µM), for the others: at the top dose activity change, negative = inhibition, hits mostly inhibitors; AID 493005; Q99816; 340,000 tested, under 10 active; active = well fitted inhibition curve with a large enough effect in the main read-out, with a control signal flat, not every such curve was filed as active; inconclusive = small, poorly fitted or top-dose-only effect, or effect the other way, or a change in a side signal; inactive = no such curve, though single readings can be large or run the other way; note: potency is the fitted concentration of half-maximal effect; % of control where 0% means no effect
Target sequence (Q99816 whole entry, looked up): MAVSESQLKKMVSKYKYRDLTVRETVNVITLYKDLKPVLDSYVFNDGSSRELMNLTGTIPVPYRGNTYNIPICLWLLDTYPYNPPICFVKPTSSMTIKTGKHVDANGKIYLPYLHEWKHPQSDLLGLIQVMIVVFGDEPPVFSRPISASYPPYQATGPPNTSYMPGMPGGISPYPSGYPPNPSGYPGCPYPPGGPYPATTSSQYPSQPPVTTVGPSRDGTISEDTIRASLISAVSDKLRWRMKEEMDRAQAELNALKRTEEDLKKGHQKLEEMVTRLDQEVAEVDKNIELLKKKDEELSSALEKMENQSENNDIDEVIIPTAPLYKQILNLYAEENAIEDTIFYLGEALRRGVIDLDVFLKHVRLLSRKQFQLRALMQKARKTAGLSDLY
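Fluorescence anisotropy tracks displacement of a FITC-tagged PTAP peptide (50 nM) from the Tsg101 binding domain (10 uM), following a 20 min room-temperature incubation at pH 7.5.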
B2AR arrestin: recruits beta-arrestin to the human beta2-adrenergic receptor; 0.02% of 330,000 active; beta-arrestin recruitment to beta2AR, cell-based reporter; AID 492947; Potency, µM (highest dose often 46.1 µM), without a hit: top-dose activation, hits mostly activators;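 note: potency is the fitted concentration of half-maximal effect; 0% = DMSO controls and full agonism = EC100 isoproterenol or metaproterenol; nearly all actives have a fitted effect of over 65% in size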
Menin-MLL TR inh: inhibitors of human menin-MLL interaction, mutant MLL peptide | O00255 | Potency, µM (doses to about 61.6 µM), for inactives: top-dose FP activity change, negative = inhibition, hits mostly inhibitors | 0.23% of 270,000 active | AID 1768 | Menin + Texas Red MLL mutant peptide, fluorescence polarization; active = well fitted inhibition curve with a large enough effect in the polarisation, with a control signal flat, not every such curve was filed as active; inconclusive = small, poorly fitted or top-dose-only effect, or effect the other way, or a change in a side signal; inactive = no such curve, though single readings can be large or run the other way; the % refers to the polarisation; note: potency is the fitted concentration of half-maximal effect; % of control where 0% means no effect; many of its hits are not listed in these tables
Target sequence (O00255 whole entry, looked up): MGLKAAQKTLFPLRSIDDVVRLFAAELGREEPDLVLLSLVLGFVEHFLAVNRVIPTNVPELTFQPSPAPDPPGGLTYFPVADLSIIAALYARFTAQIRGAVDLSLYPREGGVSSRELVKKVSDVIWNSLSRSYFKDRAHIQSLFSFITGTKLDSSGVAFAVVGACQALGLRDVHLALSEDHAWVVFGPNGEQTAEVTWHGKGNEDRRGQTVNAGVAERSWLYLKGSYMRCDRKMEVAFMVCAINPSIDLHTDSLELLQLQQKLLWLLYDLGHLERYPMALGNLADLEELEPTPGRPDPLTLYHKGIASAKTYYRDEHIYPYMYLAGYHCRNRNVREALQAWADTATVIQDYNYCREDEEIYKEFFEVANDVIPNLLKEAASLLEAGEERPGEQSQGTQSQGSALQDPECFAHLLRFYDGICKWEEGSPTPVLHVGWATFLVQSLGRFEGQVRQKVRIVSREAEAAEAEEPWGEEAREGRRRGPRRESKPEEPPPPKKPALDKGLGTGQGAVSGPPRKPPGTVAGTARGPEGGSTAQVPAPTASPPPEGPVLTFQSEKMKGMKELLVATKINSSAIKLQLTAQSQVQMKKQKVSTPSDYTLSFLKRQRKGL
Coupling enz: counter-screen for Giardia aldolase inhibitors: coupling enzyme system; 0.67% of 290,000 active; coupling enzyme system counterscreen, AmpLite Red fluorescence; AID 2472; activity change, negative = inhibition, % at 58.2 µM, hits read low; in the data active = activity change below about -30%; note: % is set by controls: 0 for no effect and ±100 for the full control effect
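First, compound is pin-transferred into glyceraldehyde-3-phosphate coupling-enzyme reagent at 57.5 uM final and held 10 min at RT. Next, substrate, coupling system and AmpLite Red are added. After 20 min RT, fluorescence (525/598 nm) is read.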
Giardia killer: Giardia lamblia killing; Giardia lamblia trophozoite viability; activity change, % at 7.66 µM, hits read low; 0.15% of 340,000 active; AID 540267; in the data active = activity change below about -80%; inconclusive = between about -30% and that limit;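 note: parasites exposed to compound for two days anaerobically before the ATP read; % is set by controls: 0 for no effect and ±100 for the full control effect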
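Each well holds 100 Giardia trophozoites and compound. After two days (48 hrs) at 37 deg C in anaerobic conditions, ATP is quantified by luminescence.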
S-ASM inh: human S-ASM enzyme inhibition; P17405; Potency, µM (doses to about 57.5 µM), inactives show top-dose activity change, negative = inhibition, actives largely listed as inhibitors; 0.006% of 340,000 active; AID 504937; placental ASM, HMU-PC fluorogenic substrate, 60 min; note: potency is the fitted concentration of half-maximal effect
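Fluorescence read-out (Ex 386 nm, Em 447 nm) after stopping the reaction at pH 10. Enzyme: ASM from human placenta; substrate HMU-PC0, 9 uM final; 60 min, 37 °C. Compound preincubation 10 min, ambient temperature.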
a7 integrin act: activators of alpha7 integrin expression for muscular dystrophy; alpha7betagal myoblasts, beta-gal FDG fluorescence, 48 h; 0.064% of 350,000 active; AID 624291; Potency, µM (top dose mostly 38.3 µM), without a hit: at the top dose activation, usual class: activators;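 note: potency is the fitted concentration of half-maximal effect; 100% = response of the positive control SU9516; nearly all actives have a fitted effect of over 60% in size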
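Alpha7betagal+/- myoblasts (passage 13) were plated 16-24 hr, then exposed to compounds (1:260 dilution of DMSO stock) for 48 hours at 37C. After MPER lysis, β-galactosidase reporter activity was read as FDG fluorescence (ex 480/em 540) after 30 minutes.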
Tb PFK block: blocks T. brucei phosphofructokinase | T. brucei PFK, ADP-Glo luminescence | Potency, µM (highest dose often 57.5 µM), inactives show at the highest dose activity, negative = inhibition, most hits filed as inhibitors | O15648 | AID 485367 | 0.17% of 330,000 active;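 note: potency is the fitted concentration of half-maximal effect; 0% = uninhibited 1x PFK enzyme wells and -100% = no-enzyme wells; nearly all actives have a fitted effect of over 60% in size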
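PFK 1.25 nM, F6P 0.5 mM, ATP 0.1 mM, 0.1 M TEA pH 8.0, 5 mM MgCl2, 0.01% Tween20, 0.1% BSA; 45 min RT. ADP-Glo readout. qHTS titration up to 57 uM; curves fitted, compounds curve-classed.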
The depositor's hits bear a star; [ ] = dose if it differs, or a comment. Unless noted, calls come from the whole dose curve; as a rule, active = well fitted curve in the direction sought with a large enough effect; inconclusive = small, poorly fitted or top-dose-only effect, or another doubt; inactive = no such curve, though single readings can be large; an effect the other way counts as inactive or inconclusive. Some of the compounds tested. The share of hits here may be higher or lower than overall.

CCN(Cc1nc2cc(Cl)ccc2c(=O)[nH]1)C(=O)c1cccc(OCc2c(C)noc2C)c1 was read as BCR signal inh inconclusive, PTAP TSG101 blk -6.0%, B2AR arrestin 0.4%, Giardia killer -14.6, S-ASM inh -0.2%, a7 integrin act 0.0% and Tb PFK block -3.3%.
For O=C(c1cc(COc2ccccc2)on1)N1CCCC(OCc2cccnc2)C1 (centres undefined) the results were GALK inh -2.4%, PKM2 activator -6.5%, BCR signal inh 1.2%, B2AR arrestin 3.2%, Menin-MLL TR inh -0.2%, Coupling enz -0.5, Giardia killer 11.4, S-ASM inh 1.4%, a7 integrin act 5.9% and Tb PFK block -1.7%.
`CCOc1ccc(N(CC(=O)NCCc2ccccc2)C(=O)CCC(=O)Nc2cc(C)ccn2)cc1` gave GALK inh -2.5%, BCR signal inh 0.9%, PTAP TSG101 blk -2.0%, B2AR arrestin -0.6%, Coupling enz -0.3, Giardia killer 19.2, S-ASM inh 0.4%, a7 integrin act -41.4%[inhibitor] and Tb PFK block -2.8%.
Screening O=C(NC(=S)Nc1ccc2c(c1)OCCO2)c1cccc(Br)c1 returned GALK inh 3.6%, PKM2 activator -1.1%, BCR signal inh inconclusive, PTAP TSG101 blk -1.5%, B2AR arrestin 5.2%, Menin-MLL TR inh 1.4%, Coupling enz 1.6, Giardia killer -19.5, S-ASM inh 4.6%, a7 integrin act -13.0% and Tb PFK block 0.3%.
Screening CC1CCN(S(=O)(=O)c2ccc3[nH]cc(C(=O)NCCN4CCOCC4)c(=O)c3c2)CC1 returned GALK inh -2.6%, PKM2 activator -4.0%, BCR signal inh 12.3%, PTAP TSG101 blk -2.1%, B2AR arrestin -0.4%, Menin-MLL TR inh -17.6%, Coupling enz 4.2, Giardia killer 1.0, S-ASM inh -1.9%, a7 integrin act -5.2% and Tb PFK block -0.6%.
Screening CCn1cnc2c1c(=O)n(Cc1csc(-c3ccccc3)n1)c(=O)n2Cc1ccccc1 returned GALK inh 8.5%, PKM2 activator 1.3%, BCR signal inh inconclusive, PTAP TSG101 blk -1.8%, B2AR arrestin 0.5%, Menin-MLL TR inh 11.5%, Coupling enz -1.2, Giardia killer 10.8, S-ASM inh -7.8%, a7 integrin act -14.1% and Tb PFK block -2.1%.
Screening COc1cc(C(=O)Nc2cc3c4c(c2)CC(=O)N4CCC3)cc(OC)c1OC returned BCR signal inh -20.1%, PTAP TSG101 blk -2.1%, B2AR arrestin -1.4%, Giardia killer -1.9, S-ASM inh 3.8%, a7 integrin act 5.2% and Tb PFK block 4.6%.
`CN(C)C(=O)c1ccc(NC(=O)c2ccccc2Sc2ccccc2C#N)cc1` gave GALK inh 0.7%, PKM2 activator 2.7%, BCR signal inh -6.0%, PTAP TSG101 blk -5.5%, B2AR arrestin 0.1%, Menin-MLL TR inh 0.9%, Coupling enz 4.2, Giardia killer -5.4, S-ASM inh 3.6%, a7 integrin act -10.0% and Tb PFK block -2.0%.
For O=C(O)CCc1ccc(-c2ccc(Br)cc2)n1CC(=O)O the results were GALK inh 1.7%, PKM2 activator -12.7%, BCR signal inh 10.7%, PTAP TSG101 blk -4.0%, B2AR arrestin -0.2%, Menin-MLL TR inh -7.7%, Coupling enz 15.7, Giardia killer 10.5, S-ASM inh 12.2%, a7 integrin act 30.0% and Tb PFK block -0.9%.
Cc1c(C(=O)Nc2ccc(Cl)cc2)c2ccccn2c1CCc1ccncc1 was read as GALK inh -0.8%, PKM2 activator 7.6%, BCR signal inh inconclusive, PTAP TSG101 blk -4.4%, B2AR arrestin 3.0%, Menin-MLL TR inh 4.6%, Coupling enz -0.1, Giardia killer 8.2, S-ASM inh 343.9%[activator], a7 integrin act 17.7% and Tb PFK block 6.2%.
Screening O=C(Nc1ccccc1C(=O)Nc1ccncc1)c1cccc([N+](=O)[O-])c1 returned GALK inh -10.1%, PKM2 activator 3.4%, BCR signal inh 2.9%, PTAP TSG101 blk 2.4%, B2AR arrestin -0.1%, Giardia killer 6.4, S-ASM inh -2.5%, a7 integrin act -5.1% and Tb PFK block 3.7%.
CCOC(=O)N1CCN(C(=O)C(CC)n2nc(C)c3sc4ccccc4c3c2=O)CC1 (centres undefined) was read as GALK inh 1.8%, PKM2 activator -1.0%, BCR signal inh -16.2%, PTAP TSG101 blk -6.4%, B2AR arrestin 0.2%, Coupling enz 4.9, Giardia killer 0.8, S-ASM inh -1.7%, a7 integrin act 10.8% and Tb PFK block -0.1%.
For CCC(C(=O)N1CCN(c2ccccn2)CC1)n1nc(C)n2c(cc3occc32)c1=O (centres undefined) the results were GALK inh -1.9%, PKM2 activator -0.8%, BCR signal inh inconclusive, PTAP TSG101 blk -1.5%, B2AR arrestin 2.7%, Menin-MLL TR inh 1.2%, Coupling enz 3.4, Giardia killer 9.4, S-ASM inh -0.5%, a7 integrin act 13.7% and Tb PFK block 1.4%.
Screening CCOc1cc(C(=O)Nc2cc3c(cc2N2CCCC2)n(C)c(=O)n3C)cc(OCC)c1OCC returned GALK inh 8.6%, BCR signal inh -5.2%, PTAP TSG101 blk -8.3%, B2AR arrestin 0.2%, Giardia killer 15.9, S-ASM inh 4.1%, a7 integrin act 11.7% and Tb PFK block -11.1%.
Screening COC(=O)c1cc(-c2c[nH]c3ccccc23)n[nH]1 returned GALK inh -2.7%, PKM2 activator 21.0%, BCR signal inh -0.5%, PTAP TSG101 blk -0.6%, B2AR arrestin -0.6%, Menin-MLL TR inh 9.1%, Coupling enz 2.5, Giardia killer -20.1, S-ASM inh -5.6%, a7 integrin act -21.4% and Tb PFK block -1.9%.
Screening CC(C)NCC(O)COCCOc1ccc(Br)cc1 (centres undefined) returned GALK inh 1.3%, PKM2 activator 2.4%, BCR signal inh -1.6%, PTAP TSG101 blk -0.5%, B2AR arrestin -0.1%, Menin-MLL TR inh -4.9%, Coupling enz -0.2, Giardia killer -0.6, S-ASM inh 4.5%, a7 integrin act -32.8% and Tb PFK block 0.1%.
Screening C#CCOCCOCCOCCNc1nc(N2CCOCC2)nc(N2CCN(C(=O)CCCCCCCCCCNC(=O)[C@H](CO)n3cc(CCCSC)nn3)CC2)n1 returned BCR signal inh 4.0%, PTAP TSG101 blk -5.6%, B2AR arrestin -0.9%, Giardia killer -25.1, S-ASM inh -1.9%, a7 integrin act -6.3% and Tb PFK block -8.7%.
`CC(=O)Nc1ccc(C(=O)NNS(=O)(=O)c2ccc(C)cc2)cc1` gave GALK inh 8.9%, PKM2 activator 0.7%, BCR signal inh -4.7%, PTAP TSG101 blk -4.1%, B2AR arrestin -0.1%, Menin-MLL TR inh 16.8%, Coupling enz 0.7, Giardia killer 4.7, S-ASM inh -3.6%, a7 integrin act 10.9% and Tb PFK block 3.1%.
For CN(c1ccc([N+](=O)[O-])cc1C(=O)Nc1ccccc1)C1CCCCC1 the results were GALK inh -1.6%, PKM2 activator 13.0%, BCR signal inh 15.8%, PTAP TSG101 blk -3.7%, B2AR arrestin -0.8%, Menin-MLL TR inh -25.7%, Coupling enz -2.2, Giardia killer 5.0, S-ASM inh inconclusive, a7 integrin act 18.0%[7.66 µM] and Tb PFK block 8.4%[0.46 µM].
`c1ccc(-c2ccc(-c3csnn3)cc2)cc1` gave GALK inh 0.4%, PKM2 activator -3.8%, BCR signal inh inconclusive, PTAP TSG101 blk -8.1%, B2AR arrestin -0.1%, Coupling enz 4.4, Giardia killer 9.8, S-ASM inh 1.4%, a7 integrin act 9.1% and Tb PFK block 1.8%.
For O=Cc1c(NCc2ccccc2F)c2ccccc2[nH]c1=O the results were GALK inh 0.0%, PKM2 activator 0.0%, BCR signal inh -15.2%, PTAP TSG101 blk -0.7%, B2AR arrestin -0.1%, Menin-MLL TR inh 4.8%, Coupling enz 3.5, Giardia killer 12.6, S-ASM inh -1.8%, a7 integrin act -15.6% and Tb PFK block 0.7%.
CCCNS(=O)(=O)c1ccc(CCC(=O)NCc2cccnc2)cc1 was read as GALK inh 1.3%, PKM2 activator 3.3%, BCR signal inh 1.0%, PTAP TSG101 blk -2.4%, B2AR arrestin -1.6%, Menin-MLL TR inh 8.9%, Coupling enz 1.4, Giardia killer -4.5, S-ASM inh 0.9%, a7 integrin act 9.8% and Tb PFK block 0.2%.
